# Assay outcomes deposited in PubChem BioAssay by National Center for Advancing Translational Sciences (NCATS).
# RXFP1 ag: qHTS Assay for Agonists of the Relaxin Receptor RXFP1. HEK293T-RXFP1 cAMP TR-FRET, 30 min; response scale: percent of porcine relaxin response, buffer zero. AID 2676, 2010. Potency, µM (series often up to 57.5 µM), without a hit: at the top dose activation, usual class: activators. hit rate 0.3% among 370,000. Relaxin receptor 1 (Homo sapiens), Q9HBX9; also: potency is read from the fitted curve at half-maximal effect; % is scaled to controls: 0 for no effect and ±100 for the full control effect; nearly all actives have a fitted effect of over 60% in size; many of its hits are not listed in these tables
#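 Agonist response is measured as cAMP accumulation in an RXFP1-transfected HEK293T line under PDE4 inhibition. Values are scaled between buffer-only and 29 nM porcine relaxin, and EC50s come from standard Hill equation fits.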
# TrxR1 substrate: qHTS Assay for Substrates of Mammalian Selenoprotein Thioredoxin Reductase 1 (TrxR1): qHTS; Thioredoxin reductase 1, cytoplasmic (Rattus norvegicus), O89049; purified TrxR1 substrate turnover, NADPH consumption readout; Potency, µM (titrated, usually from 114 µM), for the others: at the top dose activity change, negative = substrate turnover; hit rate 0.01% among 390,000; also: potency is read from the fitted curve at half-maximal effect; % is scaled to controls: 0 for no effect and ±100 for the full control effect; nearly all actives have a fitted effect of over 50% in size
#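 Rat TrxR1, dispensed at 90 nM, was prereduced with 400 uM NADPH (final) for 5 min at ~22 deg C, then incubated with compound 15 min before 400 uM selenite. A first-read NADPH fluorescence drop versus no-compound background flagged substrates.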
# IDH1 R132H inh: qHTS for Inhibitors of mutant isocitrate dehydrogenase 1 (IDH1): qHTS; hit rate 0.093% among 390,000; Potency, µM (top dose mostly 76.6 µM), for inactives: at the highest dose activity change, negative = inhibition, actives largely listed as inhibitors; IDH1-R132H enzyme, NADPH consumption, diaphorase/resazurin fluorescence; also: potency is read from the fitted curve at half-maximal effect; % is scaled to controls: 0 for no effect and ±100 for the full control effect; nearly all actives have a fitted effect of over 65% in size
#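 IDH1-R132H (0.5 ug/mL) preincubated 30 min with compound, then NADPH (0.016 mM) and alpha-KG (2 mM) added; 80 min at RT, pH 7.5. Remaining NADPH coupled via diaphorase/resazurin to fluorescence (540/590 nm); concentration-response curves normalized to no-enzyme control.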
# LDHA block: qHTS assay for inhibitors of human lactate dehydrogenase. AID 1347041, 2019. purified LDHA, NADH/diaphorase-resazurin fluorescence; hits give low values. activity change, % (values are at about 110 or 230 µM). hit rate 0.15% among 480,000. L-lactate dehydrogenase A chain (Homo sapiens), P00338; in the data active = activity change below about -30%; inconclusive = mostly about -25% to -30%;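 also: plate controls were DMSO wells for no effect and wells without enzyme for full effect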
#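 Enzyme activity of human lactate dehydrogenase 5 (2 nM; 0.06 mM NADH, 0.2 mM pyruvate, 5 min, RT) is measured via a resazurin/diaphorase fluorescence readout of residual NADH.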
# GRP78 ERSR act: qHTS for Inducers of the Endoplasmic Reticulum Stress Response (ERSR) in Human Glioma: qHTS | U87-MG GRP78 promoter luciferase reporter, 16 h | hit rate 0.02% among 420,000 | Potency, µM, for the others: top-dose activation, most hits filed as activators; also: potency is read from the fitted curve at half-maximal effect; series mostly up to about 76 µM; % of control where 0% means no effect; nearly all actives have a fitted effect of over 35% in size
#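 Stably transfected U87-MG glioma cells carrying a GRP78-based luciferase sensor; 16 h compound incubation. Luminescence end-point read 10 min after Bright-Glo addition at room temperature.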
# Vif-A3F inh: qHTS for Inhibitors of Vif-A3F Interactions: qHTS; Potency, µM (top dose mostly 46.1 µM), for inactives: at the top dose activity, negative = active; hit rate 0.2% among 390,000; HeLa A3F-eYFP + Vif (tagged APOBEC3F with the HIV-1 protein that degrades it), YFP fluorescence increase; AID 602313, 2012; also: potency is read from the fitted curve at half-maximal effect; % of control where 0% means no effect; nearly all actives have a fitted effect of over 65% in size
#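 HeLa cells stably expressing A3F-eYFP plus Vif, plated and incubated overnight at 37 deg C, then exposed to compounds overnight at 37 deg C. Blocked degradation read as raised yellow fluorescence (Ex 488/Em 500-530).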
# PI4K2A inh: qHTS for small molecular inhibitors of PI4K2A; hit rate 0.13% among 420,000; Phosphatidylinositol 4-kinase type 2-alpha (Homo sapiens), Q9BTU6; activity change, negative = inhibition, % at 76.9 µM; purified PI4K2A, ADP-Glo luminescence, 1 h; hits give low values; in the data active = activity change below about -50%; inconclusive = mostly about -30% to -49%;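 also: -100% = wells without enzyme as full effect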
#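 ADP-Glo luminescence measured ADP generated by PI4K2A enzyme (4 ug/mL before mixing) with 1.2 mM PI substrate (pre-mix) and 300 microM ATP (pre-mix). Tris pH7.5 buffer with MgCl2, Triton X-100; 1 h reaction at ambient temperature.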
# Vif-APOBEC3G blk: qHTS for Inhibitors of Vif-A3G Interactions: qHTS; DNA dC->dU-editing enzyme APOBEC-3G (Homo sapiens), Q9HC16; HeLa A3G-eYFP + Vif (tagged APOBEC3G with the HIV-1 protein that degrades it), YFP fluorescence, overnight; Potency, µM (doses to about 46.1 µM), for inactives: at the highest dose activity, negative = active, most hits filed as inhibitors; hit rate 0.076% among 410,000;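 also: potency is read from the fitted curve at half-maximal effect; % is scaled to controls: 0 for no effect and ±100 for the full control effect; nearly all actives have a fitted effect of over 60% in size; hits raise eYFP signal because A3G escapes Vif-driven loss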
#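 HeLa cells stably expressing Vif and C-terminally eYFP-tagged A3G, seeded overnight at 37 deg C, then exposed to compound by pintool overnight at 37 deg C. Rise in yellow fluorescence (Ex 488/Em 500-530, Acumen) marks blocked Vif-driven A3G degradation.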
# USP1 inh: Inhibitors of USP1/UAF1: Primary Screen; recombinant USP1/UAF1, Ub-Rhodamine cleavage fluorescence; Potency, µM (doses to about 57.1 µM), without a hit: at the highest dose activity change, negative = inhibition, hits mostly inhibitors; hit rate 0.23% among 390,000; also: potency is read from the fitted curve at half-maximal effect; % is scaled to controls: 0 for no effect and ±100 for the full control effect; nearly all actives have a fitted effect of over 60% in size; inactives centre near -12
# Target sequence (O94782 whole entry, looked up): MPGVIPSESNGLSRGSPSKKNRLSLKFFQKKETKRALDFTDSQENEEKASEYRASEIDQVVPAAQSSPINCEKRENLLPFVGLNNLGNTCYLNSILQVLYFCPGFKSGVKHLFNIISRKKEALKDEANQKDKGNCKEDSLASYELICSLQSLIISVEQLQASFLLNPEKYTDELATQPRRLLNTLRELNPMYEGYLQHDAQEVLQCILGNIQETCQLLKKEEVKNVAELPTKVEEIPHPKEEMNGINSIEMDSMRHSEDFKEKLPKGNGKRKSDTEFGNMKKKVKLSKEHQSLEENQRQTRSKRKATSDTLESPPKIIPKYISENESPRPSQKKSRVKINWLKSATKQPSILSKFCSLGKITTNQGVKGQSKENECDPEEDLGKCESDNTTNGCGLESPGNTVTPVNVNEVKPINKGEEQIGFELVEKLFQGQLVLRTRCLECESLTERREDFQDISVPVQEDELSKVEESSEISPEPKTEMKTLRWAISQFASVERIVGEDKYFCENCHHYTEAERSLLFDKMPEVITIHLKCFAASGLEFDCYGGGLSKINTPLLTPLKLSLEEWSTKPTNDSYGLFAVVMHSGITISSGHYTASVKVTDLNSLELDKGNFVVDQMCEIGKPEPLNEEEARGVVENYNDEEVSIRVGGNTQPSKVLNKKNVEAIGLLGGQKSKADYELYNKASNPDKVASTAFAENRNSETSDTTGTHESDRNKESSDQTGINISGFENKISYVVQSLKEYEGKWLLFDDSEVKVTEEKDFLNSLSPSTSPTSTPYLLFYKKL
#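 In this screen, compounds sit with the deubiquitinase complex (1nM) for 15 min at room temperature before Ub-Rho is added at 150nM final. Fluorescence rise is then followed for 6 reads every 60 seconds.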
# * marks the source's active call; other numbers are inactive results; ? = inconclusive; · = no result given; [ ] = dose if it differs, or a comment. Unless noted, calls follow the shape of the dose curve; as a rule, active = well fitted curve in the direction sought with a large enough effect; inconclusive = small, poorly fitted or top-dose-only effect, or another doubt; inactive = no such curve, though single readings can be large; an effect the other way counts as inactive or inconclusive. These rows are one share of the data. The share of hits here may be higher or lower than overall.
No.	SMILES	RXFP1 ag	TrxR1 substrate	IDH1 R132H inh	LDHA block	GRP78 ERSR act	Vif-A3F inh	PI4K2A inh	Vif-APOBEC3G blk	USP1 inh
1	CCOC(=O)CCCNC(=O)CCNC(=O)c1ccc(OCC(C)C)cc1	0.3%	5%[57.1 µM]	20%	-7	-6%	3%	-1	-1%	9%
2	CCCC(=O)N1CCN(c2nc3ccc(F)cc3s2)CC1	-1.5%	0%[57.1 µM]	25%	-17	-7%	1%	-8	7%	-20%
3	Cc1ccccc1C(=O)Nc1ccnn1C1CCN(Cc2cnn(C)c2)CC1	-0.8%	-11%	4%	-6	-4%	7%	7	1%	-9%
4	CC(=O)NC(=S)Nc1cc(C(F)(F)F)ccc1N1CCOCC1	0.7%	-3%	6%	0	-2%	-1%	1	-1%	0%
5	Cc1ccccc1N1C(=O)c2cccc([N+](=O)[O-])c2C1=O	-0.3%	-7%[57.1 µM]	14%	2	-5%	3%	-1	0%	-4%
6	O=C(/C=C/c1ccc(Cl)cc1Cl)n1cccn1	0.9%	-8%[57.1 µM]	-9%	-3	2%	-3%	64	-3%	-6%
7	O=S(=O)(c1ccc(NC(=S)NC2CC2)cc1)N1CCOCC1	-0.6%	0%	4%	-8	-7%	11%	7	-1%	-18%
8	CCOC(=O)Cc1csc(NC(=O)COc2ccc3ccccc3c2)n1	4.4%	-10%[57.1 µM]	14%	0	7%	6%	1	1%	-4%
9	CCOC(=O)N1CCC(N2C(=O)c3ccc(C(=O)NCCC(C)C)cc3C2=O)CC1	2.1%	-5%	-10%	-4	-3%	-1%	0	0%	-7%
10	CCc1nc2ccc(C(=O)NCC3CCCCC3)cn2c1N(C)C(=O)c1cccc(OC)c1	·	·	·	-2	1%	·	-2	-3%	·
11	Cc1ccc(OCC(=O)NNC(=O)CSc2ncc(C#N)c(N)n2)cc1	6.0%	-5%	1%	-2	-4%	-4%	0	0%	-14%
12	Cc1ccc(F)cc1C(=O)N1CCOCC1c1cc(C(=O)Nc2ccccc2)no1 (configuration not stated)	·	·	·	-11	-5%	·	-1	-5%	·
13	CC(C)CN1CCN(Cc2cccn2-c2cccnc2)CC1CCO (configuration not stated)	-1.8%	-11%	-8%	-1	-7%	?	-2	1%	-13%
14	CCOc1ccc(N=c2scc(-c3ccc(OC)cc3)n2CCO)cc1	0.2%	2%	2%	3	4%	2%	-4	-2%	-8%
15	CCN(CC)c1cc(Oc2ccccc2)ncn1	-0.9%	-10%	1%	-10	?	-1%	0	1%	-8%
16	O=C(OCc1ccccc1)c1ccccc1O	·	-4%	-8%	-4	2%	7%	-10	0%	5%
17	Cc1cccc(-n2ccnc2SCC(=O)Nc2cccc3ccccc23)c1	1.1%	1%[57.1 µM]	4%	-2	-2%	9%	-6	-3%	-30%
18	O=c1oc2cc(S(=O)(=O)NCCCO)ccc2c2ccc(S(=O)(=O)NCCCO)cc12	0.9%	1%	-6%	-6	-6%	2%	2	-1%	-4%
19	O=C(N(c1ccccn1)c1ccccn1)C12CC3CC(CC(Cl)(C3)C1)C2	3.6%	-1%[57.1 µM]	7%	-2	0%	10%	0	1%	-16%
20	CC(C)C(=O)N1CCC2(CC1)Oc1ccc(Cl)cc1C(=O)C21CC(c2ccccc2)=NO1 (configuration not stated)	0.0%	-10%	5%	0	-6%	4%	4	-4%	?
21	CC(=O)c1cccc(NC(=O)CSCc2ccc(Br)cc2)c1	2.4%	7%	8%	-5	-4%	5%	-8	0%	-5%
22	Cc1ccc(-c2cc(-c3ccccc3)c3c(N)c(S(C)(=O)=O)sc3n2)cc1	16%	27%[57.1 µM]	-5%	-7	2%	-2%	-3	-6%	-21%
23	CCC(C(=O)OC)n1cnc2c(nnn2-c2ccc(C)cc2)c1=O (configuration not stated)	2.6%	1%[57.1 µM]	-2%	-4	1%	-1%	4	3%	-1%
24	CCCCC(=O)Nc1ccc(C)c(O)c1	-1.4%	-5%	5%	2	3%	-3%	-5	1%	-17%
25	O=C(CN(CC1CCCO1)C(=O)CNS(=O)(=O)c1ccccc1)NCc1ccc(F)cc1 (configuration not stated)	4.3%	5%	4%	-3	-3%	2%	4	-3%	-24%
26	O=C1C(Cl)=C(NCCN2CCCCC2)C(=O)c2ccccc21	6.8%	4%	10%	5	-16%	4%	-1	-1%	18µM*
27	Cc1cccc(NC(=O)C2CCN(S(=O)(=O)c3c(C)c(C)cc(C)c3C)CC2)n1	-1.9%	-3%	-1%	3	-3%	2%	-2	2%	-12%
28	CCOC(=O)c1ccc(NC(=O)CCc2c(C)nc3cc(-c4ccc(OC)cc4OC)nn3c2C)cc1	1.5%	53%[activator]	-1%	-2	-3%	1%	16	-2%	-21%
29	O=C(NN=C1CCCCCC1)c1cc2ccccc2cc1O	0.4%	6%	0%	4	3%	0%	-12	-9%	-29%
30	c1ccc(CN2CCC3(CC2)Nc2ccccc2CO3)cc1	1.0%	-11%	1%	1	-2%	-15%	-1	1%	-2%
31	CC(C(=O)c1ccc(-c2ccccc2)cc1)[n+]1cccc(C(N)=O)c1 (configuration not stated)	-0.9%	-6%[57.1 µM]	0%	-3	-2%	2%	2	1%	-26%
32	FC(F)(F)c1nnc(N2CCN(c3ccc(Cl)cc3)CC2)s1	-8.9%	3%	1%	-11	0%	9%	1	-2%	-16%
33	CCCC(=O)Nc1ccc(C(=O)NNC(=O)COc2ccc(Br)c(C)c2)cc1	1.2%	-3%	3%	-6	-4%	-4%	-3	0%	-21%
34	Cc1cccc(C(=O)NC(=S)N(C)C2CCCCC2)c1	0.3%	-1%	1%	0	3%	-5%	-4	-16%	-27%
35	O=C(N/N=C/c1c[nH]c2ccccc12)c1ccccc1	-2.7%	2%	-1%	-1	-1%	-3%	1	-2%	-19%
36	COCCCC1CCN(C(=O)C2CCC(=O)N(CCc3ccccc3)C2)CC1 (configuration not stated)	-2.3%	-2%	2%	-3	1%	2%	8	-5%	-13%
37	CCCc1cc(=O)[nH]c2nnc(SCC)n12	0.5%	0%[57.1 µM]	0%	-2	-2%	1%	0	9%	-6%
38	O=C(CSc1nc2ccccc2o1)NCC(=O)c1ccccc1	0.6%	-3%[57.1 µM]	6%	0	-1%	-3%	-8	-1%	-15%
39	C/C(CC(C)C)=N\Nc1ccc(S(N)(=O)=O)cc1[N+](=O)[O-]	0.2%	?	4%	-8	2%	3%	-2	-1%	-23%
40	CCCSc1nc2c(c(=O)n1CC)SC(C)C2 (configuration not stated)	1.5%	8%[57.1 µM]	-4%	-5	-2%	0%	-1	2%	-10%
41	COCCSc1ccccc1C(=O)NCc1ccc(S(N)(=O)=O)cc1	-0.1%	3%	2%	1	-1%	-5%	2	0%	-18%
42	COc1ccc(OC)c(NC(=O)Cn2cc(C=O)c3ccccc32)c1	2.9%	-1%	0%	-1	0%	3%	-1	3%	-20%
43	CC(C)(C)NC(=O)CN(CCN1CCOCC1)C(=O)CNS(=O)(=O)c1ccccc1	4.8%	7%	12%	-3	-1%	5%	-3	-5%	-24%
44	O=C(/C=C/c1cccs1)NCc1cccnc1	2.5%	-14%	4%	0	0%	-6%	7	-2%	-5%
45	COc1ccc(CC(=O)N[C@@H](CCSC)C(=O)N2CCC3(CC2)NCCc2[nH]cnc23)cc1	3.0%	7%	1%	-2	0%	-5%	-26	4%	-19%
46	Cc1cccc(CN2CCN(CC(=O)N3CCCC3)C2=O)c1	1.2%	4%	4%	1	-9%	-3%	-14	1%	-7%
47	O=C(Nc1ccncc1)c1cccc(S(=O)(=O)N2CCOCC2)c1	0.2%	-13%	2%	-1	-3%	2%	2	-1%	-6%
48	COc1cc2ccccc2cc1C(=O)N(CCN(C)C)c1nc2c(OC)ccc(OC)c2s1	0.6%	-7%	0%	0	-17%	1%	-8	?	-28%
49	O=C(COC(=O)CCc1c[nH]c2ccccc12)NC(c1ccccc1)c1ccccc1	-0.2%	-4%	9%	-5	-2%	-1%	-7	0%	-11%
50	COc1ccc(/C=N/NC(=O)CSCC(=O)Nc2ccccc2)cc1	0.0%	1%	3%	-3	-2%	6%	5	0%	-5%

# Record cards, as listed above:
# Results for O=C(/C=C/c1cccs1)NCc1cccnc1 : RXFP1 ag = 2.5%; TrxR1 substrate = -14%; IDH1 R132H inh = 4%; LDHA block = 0; GRP78 ERSR act = 0%; Vif-A3F inh = -6%; PI4K2A inh = 7; Vif-APOBEC3G blk = -2%; USP1 inh = -5%
# Results for COc1cc2ccccc2cc1C(=O)N(CCN(C)C)c1nc2c(OC)ccc(OC)c2s1 : RXFP1 ag = 0.6%; TrxR1 substrate = -7%; IDH1 R132H inh = 0%; LDHA block = 0; GRP78 ERSR act = -17%; Vif-A3F inh = 1%; PI4K2A inh = -8; Vif-APOBEC3G blk = ?; USP1 inh = -28%
